Screening data as filed in PubChem.
LDHA inh: qHTS assay for inhibitors of human lactate dehydrogenase; AID 1347041, 2019; 480,000 compounds, 0.15% hits; activity change, % (values are at about 110 or 230 µM); purified LDHA, NADH/diaphorase-resazurin fluorescence; hits give low values; in the data active = activity change below about -30%;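 also: plate controls were DMSO wells for no effect and wells without enzyme for full effect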
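LDH5 2 nM; NADH 0.06 mM, pyruvate 0.2 mM; 200 mM Tris pH 7.4, EDTA, Tween-20; 5 min RT. Detection: diaphorase 0.133 mg/mL + resazurin 37 µM, fluorescence ex540/em590 at 0 and 20 min; normalized to enzyme-free and DMSO wells.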
Starred values were filed as active, the others as inactive.

The first seven records, ahead of the listing:
SMILES	LDHA inh
COc1ccc(-c2nc3cc(NC(=O)COc4ccc(C)cc4)ccc3o2)cc1	-4
CCOc1cc(/C=C/C(=O)O)cc(Cl)c1OC	6
CCCCCCCCN1C(=O)[C@H](CC(=O)N2CCN(C(=O)C3CC3)CC2)C[C@@]2(C(=O)OCC)CCCC=C12	4
CC(C)(C)c1ccc(-c2nnc3sc(COc4ccccc4)nn23)cc1	2
COc1ccc(CNC(=O)CSc2nnc(C)n2C2CCCCC2)cc1	3
COc1ccc(/C=C/C(=O)Sc2ccc(C)cc2)cc1	-9
N#C/C(=C/c1ccc(OC(F)F)cc1)C(=O)Nc1ccccc1Oc1ccccc1	3

Main list, from the first entry:
SMILES	LDHA inh
COc1ccc(-c2nc3cc(NC(=O)COc4ccc(C)cc4)ccc3o2)cc1	-4
CCOc1cc(/C=C/C(=O)O)cc(Cl)c1OC	6
CCCCCCCCN1C(=O)[C@H](CC(=O)N2CCN(C(=O)C3CC3)CC2)C[C@@]2(C(=O)OCC)CCCC=C12	4
CC(C)(C)c1ccc(-c2nnc3sc(COc4ccccc4)nn23)cc1	2
COc1ccc(CNC(=O)CSc2nnc(C)n2C2CCCCC2)cc1	3
COc1ccc(/C=C/C(=O)Sc2ccc(C)cc2)cc1	-9
N#C/C(=C/c1ccc(OC(F)F)cc1)C(=O)Nc1ccccc1Oc1ccccc1	3
CC(C)(C)C(=O)Nc1nnc(Cc2ccccc2F)s1	-1
CCOC(=O)C[C@@H]1OC[C@H](CO)N1S(=O)(=O)c1ccc(C)cc1	-1
COc1ccc(F)cc1C1=NN(C(=O)C(C)C)C(c2ccc3nccnc3c2)C1 (stereo not drawn)	3
CCN(Cc1nc(-c2ccc(Cl)cc2)no1)C(=O)Nc1cccc2ccccc12	-3
COC(=O)[C@@]1(C)CCCC2(C)c3ccc(C(C)C)cc3CCC21 (stereo partly drawn)	20
S=C(NCCc1ccccc1)NC1CCCc2ccccc21 (stereo not drawn)	12
O=C(NCC(c1ccccc1)c1ccccc1)c1cc2ccccc2[nH]1	1
O=C(C[C@@H]1CC[C@@H]2[C@H](COC[C@@H](O)CN2Cc2cc(F)ccc2F)O1)NCc1ccc(F)cc1	-8
COc1ccc(CN(C(=O)c2cccc(F)c2)C2CC2)c(OC)c1	1
CCC(=O)NC(C)c1ccc(OC)cc1 (stereo not drawn)	6
O=C(OCC1(COC(=O)c2ccccc2)CCC(COC(=O)c2ccccc2)(COC(=O)c2ccccc2)C1=O)c1ccccc1	5
O=C(C(=O)N1CCN(C/C=C/c2ccccc2)CC1)c1ccccc1	0
O=C(Nc1ccccn1)c1sc2ccccc2c1Cl	0
CCOC(=O)[C@]12CCCC=C1N(Cc1ccco1)C(=O)[C@H](CC(=O)NCc1ccccc1)C2	0
COC(=O)C1=C(N)OC2=C(C(=O)CC(C)(C)C2)C1c1ccc(Cl)cc1Cl (stereo not drawn)	-3
O=C(CSc1nc(-c2ccccc2)cc(C(F)(F)F)n1)NC1CCCCC1	1
COc1cc(OC)cc(C(=O)N2CCC(C(=O)c3ccc4c(c3)OCCO4)CC2)c1	9
Cc1cc(C)nc(NC(=O)c2csc3ccccc23)n1	-7
Other results follow:
SMILES	LDHA inh
O=C(CCNC(=O)C1CCCC1)NC1CCCC1	-3
CCN(CC)CCNCc1ccc(C)s1	-5
CC1(C)CC(=O)C2=C(C1)OC(N)=C(C#N)C2c1cccc(F)c1 (stereo not drawn)	6
O=C(CSc1ccc2c(c1)OCCCO2)NC(c1ccccc1)c1ccccc1	0
CC(=O)Nc1ccc(CNC(=O)Cc2c(F)cccc2Cl)cc1	6
Cc1oc(C)c(C(=O)Nc2ccccc2O)c1C	10
CCc1ccc(C2C=C(c3ccc(Br)cc3)Nc3ncnn32)cc1 (stereo not drawn)	12
Cc1ccc(NC(=S)NNC(=O)C(c2ccccc2)c2ccccc2)c(C)c1	0
CCc1ccc2oc(C(=O)NCC(c3cccs3)N3CCCC3)cc(=O)c2c1 (stereo not drawn)	-7
O=C(NNS(=O)(=O)c1ccccc1[N+](=O)[O-])c1cccs1	6
Cc1cc(OCc2nn[nH]n2)c2c(C)cc(=O)oc2c1	1
CCOc1c(Br)cc(C(=O)OCc2ccc(C#N)cc2)cc1OC	-1
Cc1ccsc1C(=O)OCC(=O)NC(=O)NC(C)C	1
C#Cc1cccc(NS(=O)(=O)c2cccs2)c1	4
Cc1cccc(-c2nc(CSc3nc4ccncc4[nH]3)c(C)o2)c1	4
Cc1cccc(NC(=O)CC2CC3CCC2C3)c1 (stereo not drawn)	14
Cc1cc2cc(NS(=O)(=O)c3ccc(C)c(C)c3)ccc2[nH]1	-5
COc1ccc(CNC(=O)c2cc3cc(C)ccc3[nH]2)cc1	3
CCc1c(C)nc2ncnn2c1Sc1ccccc1NC(=O)c1ccc2c(c1)OCO2	-5
O=C(CSCCSCC(=O)c1ccccc1)c1ccccc1	5
COc1ccc(NC2=C(C(=O)N3CCOCC3)S(=O)(=O)c3ccccc32)cc1Cl	2
O=C(CCc1ccsc1)NCC1CCCO1 (stereo not drawn)	10
Cc1cc(NC(=O)Cn2c(=O)n(-c3ccc(C)c(C)c3)c(=O)c3sccc32)no1	-6
Cn1cc(C(C(=O)O)N2CCN(Cc3ccncc3)CC2)c2ccc(C(=O)O)cc21 (stereo not drawn)	3
Cc1cccc(OCCC(=O)OC(C)C(=O)Nc2ccc(S(N)(=O)=O)cc2)c1 (stereo not drawn)	-2

Retrieved one by one from the entries so far (two):
SMILES	LDHA inh
Cc1cccc(OCCC(=O)OC(C)C(=O)Nc2ccc(S(N)(=O)=O)cc2)c1 (stereo not drawn)	-2
CCOc1c(Br)cc(C(=O)OCc2ccc(C#N)cc2)cc1OC	-1

The list continues.
SMILES	LDHA inh
COc1ccc(C2c3c(n(CCCc4ccccc4)cnc3=N)Oc3ccc4ccccc4c32)cc1OC (stereo not drawn)	-7
COc1cc(OC)c(Nc2nc3ccccc3nc2NS(=O)(=O)c2cccc(C)c2)cc1Cl	11
CC/C=C(/C)C(=O)Nc1cccc(SC)c1	-1
Cn1c(Cc2cccs2)nnc1SCC(=O)N1CCN(c2ncccn2)CC1	5
CC(=O)Nc1ccc(C2Nc3ccccc3C(=O)N2c2ccc(F)cc2)cc1 (stereo not drawn)	-5
O=C1c2ccccc2C(c2nnnn2Cc2ccccc2)N1Cc1ccco1 (stereo not drawn)	-9
Cc1cc(NC(=O)Cc2ccc(Cl)cc2Cl)n(CCC#N)n1	-3
Cc1ccc(C)c(S(=O)(=O)N2CCN(C(=O)NC(C)CCc3ccccc3)CC2)c1 (stereo not drawn)	1
COc1ccc(/C=C(/C(=O)O)c2cccs2)cc1	-25
C=CCNc1oc(-c2ccco2)nc1S(=O)(=O)c1ccc2c(c1)OCCO2	18
O=C(O)CCn1cc(C(C(=O)O)N2CCCC2)c2ccc(Br)cc21 (stereo not drawn)	-7
COc1cc2nc(N3CCN(C)CC3)nc(NC3CCN(C)CC3)c2cc1OC	22
Cc1oc2ncnc(N3CCC(C(=O)Nc4ccc(Cl)cc4F)CC3)c2c1C	6
O=C(NCC12CC3CC(CC(C3)C1)C2)c1cc([N+](=O)[O-])ccc1Cl	-1
O=C(Nc1ccc(SC2CCCC2)cc1)C1CC=CCC1 (stereo not drawn)	-1
COc1c(C)cccc1C(=O)Nc1sc2c(c1C(N)=O)CCCC2	1
O=C(Cn1nnc2ccccc2c1=O)NC(=O)Nc1ccccc1F	6
CN1CCN(c2cccc3c2S(=O)(=O)N[C@H](Cc2ccccc2)CO3)CC1	-1
COc1nn(C)c2nc(C)c(CCC(=O)NC3CCCC3)c(C)c12	1
O=C(Nc1ncn(Cc2ccccc2F)n1)c1ccn(COc2ccc(Cl)cc2)n1	-14
CSC1=N/C(=C\c2ccc(-c3ccc(Cl)cc3)o2)C(=O)S1	2
COc1ccc(CNc2nc3c(c(=O)[nH]c(=O)n3C)n2Cc2cccc(C)c2)cc1	0
COc1ccc(C2C(C#N)=C(N)OC(C(C)(C)C)=C2C#N)c(OC)c1OC (stereo not drawn)	66
CC(=O)c1ccc(N2CCN(C(=O)c3csc(-c4ccccc4)n3)CC2)cc1	-7
Cc1cc(NC(=O)c2nccnc2N)ccc1Br	4

Shown with bars between the fields: 7 of the compounds above
smiles | LDHA inh
O=C(C[C@@H]1CC[C@@H]2[C@H](COC[C@@H](O)CN2Cc2cc(F)ccc2F)O1)NCc1ccc(F)cc1 | -8
COc1ccc(CN(C(=O)c2cccc(F)c2)C2CC2)c(OC)c1 | 1
CCC(=O)NC(C)c1ccc(OC)cc1 (stereo not drawn) | 6
O=C(OCC1(COC(=O)c2ccccc2)CCC(COC(=O)c2ccccc2)(COC(=O)c2ccccc2)C1=O)c1ccccc1 | 5
O=C(C(=O)N1CCN(C/C=C/c2ccccc2)CC1)c1ccccc1 | 0
O=C(Nc1ccccn1)c1sc2ccccc2c1Cl | 0
CCOC(=O)[C@]12CCCC=C1N(Cc1ccco1)C(=O)[C@H](CC(=O)NCc1ccccc1)C2 | 0

Next part:
SMILES	LDHA inh
NS(=O)(=O)c1ccc(NC(=O)COc2ncnc3ccc(Br)cc23)cc1	-2
CCOc1ccc(Nc2cc(C(=O)NCC(OC)OC)c3ccccc3n2)cc1	28
Cc1cc(C)c2oc(-c3cccc(NC(=O)C(C)C)c3C)nc2c1	0
Cc1ccc(-c2nc(CN3CCCC3c3nnc4ccccn34)co2)cc1 (stereo not drawn)	-10
CCCCCCCCCCCCS(=O)(=O)CCS(=O)(=O)OCC(F)(F)C(F)F	1
c1ccc(-c2nc(N3CCCCC3)c3ccccc3n2)nc1	8
Cc1cccc(Cn2cccc2CNC(=O)NC23CC4CC(CC(C4)C2)C3)c1	2
O=C(CCC1CCCO1)NCC1CC1 (stereo not drawn)	3
O=C(Nc1ccccc1F)c1ccccc1C(F)(F)F	-7
CCN(C(=O)c1cccs1)c1cccc(C)c1	6
COC(=O)[C@]12CCCCC=C1N(Cc1ccc3c(c1)OCO3)C(=O)[C@H](CC(=O)N1CCC(c3ccccc3)CC1)C2	-2
O=C(Nc1ccc(Br)cc1)C1CC2CCC1C2 (stereo not drawn)	7
CC(C)(C)c1ccc2c(c1)OCCOCCOCCOc1cc(C(C)(C)C)ccc1OCCOCCOCCO2	8
CC(C(=O)c1c[nH]c2ccccc12)N1CCC(C(N)=O)CC1 (stereo not drawn)	8
COCc1ccc(CNC(=O)C(C)(C)C)cc1	0
Cc1ccc(N=C2NN=C(c3cc(C)n(CC4CCCO4)c3C)CS2)cc1C (stereo not drawn)	-8
CC1(C)C2CCC1(C)C(OC(=O)C[N+]1(CC(=O)OC3CC4CCC3(C)C4(C)C)CCCCC1)C2 (stereo not drawn)	5
COc1ccc2c(c1C)CCC/C2=N\OC(=O)c1ccccc1F	6
O=C1NC[C@@H](CCCCN2C[C@H](Cc3ccc(O)cc3)N(CCC3CCCCC3)C(=O)C2=O)N(CC2CCCCC2)C1=O	3
O=C(NCc1ccc(C(F)(F)F)cc1)C1CCN(S(=O)(=O)/C=C/c2ccccc2)CC1	13
Cc1cccc(C(CC(=O)Nc2ccc(-c3ccno3)cc2)n2cccc2)c1 (stereo not drawn)	5
CCOc1ccc(NC(=O)c2cc(=O)c3ccccc3o2)cc1	9
Cc1cccc(CNc2ccccc2C(N)=O)c1	16
CC(C)c1nc(NCC2CCCO2)c(C#N)c2c1CCCC2 (stereo not drawn)	1
CN1C(=O)Cc2cc(-c3csc(-c4ccc(F)cc4)n3)ccc21	-6
Other compounds
SMILES	LDHA inh
COCCCNC(=O)COc1ccc2c(C)c(Cc3ccccc3)c(=O)oc2c1C	26
O=C(Nc1ccc2oc(C3CC3)nc2c1)c1ccc(=O)[nH]c1	2
Cc1cc(=O)c(C(=O)Nc2nnc(C3CC3)s2)nn1-c1ccccc1Cl	9
Cc1ccc(C)c(C(C)NC(=O)CC(C)(C(=O)O)c2ccccc2)c1 (stereo not drawn)	4
Cc1c(N(Cc2ccccc2F)S(C)(=O)=O)c(=O)n(-c2ccccc2)n1C	4
COc1ccc(/C=C/C(=O)Oc2ccccc2C)cc1	2
O=C1CCCCCCCC(=O)OCCCCCCO1	-11
Cc1ccc(C2C(C#N)=C(N)Oc3c2oc(CO)cc3=O)cc1C (stereo not drawn)	9
O/N=C/c1ccc(Cl)cc1Cl	-2
CCN1CCC(NC(=O)Cc2cc(Cl)c3c(c2)OCCCO3)CC1	-2
CC(=O)c1c(C)[nH]c(C(=O)C(C)Sc2ccc(F)c(Cl)c2)c1C (stereo not drawn)	6
COc1ccc2nc(Nc3ncc4c(n3)CC(C)CC4=O)nc(C)c2c1 (stereo not drawn)	-1
CC(C)(C)c1ccc(C(=O)NCCC(=O)O)cc1	4
Cc1cccc(NC(=O)N2CCC(N3CCN(Cc4ccccn4)C(=O)C3=O)CC2)c1C	-1
O=C(NCc1ccnc(OCC(F)(F)F)c1)c1ccco1	-1
O=C(/C=C/c1ccccc1)/C=C/c1ccc(-c2ccccc2)cc1	4
CC(=O)Nc1c(SC(F)(F)F)cc(SC(F)(F)F)cc1SC(F)(F)F	-7
O=C1O[C@@H](c2ccccc2)C[C@@H](O)C(=O)CCCCc2ccccc21	-1
O=C(NCCN1CCC(n2c(=O)[nH]c3ccccc32)CC1)N1c2ccccc2Sc2ccccc21	3
CCNc1c(NC(=O)NC2(CC(=O)OCC)CCCCC2)c(=O)oc2ccccc12	-9
NC(CO)C(=O)OCc1ccccc1 (stereo not drawn)	-4
O=C(N/N=C/c1ccccc1Br)c1ccc(Br)s1	1
CS(=O)(=O)Nc1ccc(C2=NN(C(=O)c3ccco3)C(c3ccc4nccnc4c3)C2)cc1 (stereo not drawn)	3
CC(=O)N(c1cccc(C)c1)c1nc(CSc2nnc(C3CC3)n2C2CC2)cs1	-1
CC(OC(=O)c1ccoc1)C(=O)C12CC3CC(CC(C3)C1)C2 (stereo not drawn)	6
COc1cc(Cl)c(C)cc1NC(=O)CSc1nnc(-c2ccccc2)n1C	4
C[C@H](NC(=O)[C@H]1N2C(=O)c3ccccc3C2SC1(C)C)C(=O)NCc1ccc(F)cc1 (stereo partly drawn)	0

Only part of the results is shown (hit frequency here may not be typical).
